Compound activity deposited in PubChem by several laboratories.
sEH inhibitor: soluble epoxide hydrolase inhibitors, primary screen, biochemical, human sEH; inhibition, % at 2 µM; recombinant human sEH enzymatic activity assay; Bifunctional epoxide hydrolase 2 (Homo sapiens), P34913; actives 0.34% (n = 91,000); in the data active means inhibition above about 80%; further: values of inactives mirror those of a sister screen read the other way; many of its hits are not listed in these tables
Target sequence (P34913 whole entry, looked up): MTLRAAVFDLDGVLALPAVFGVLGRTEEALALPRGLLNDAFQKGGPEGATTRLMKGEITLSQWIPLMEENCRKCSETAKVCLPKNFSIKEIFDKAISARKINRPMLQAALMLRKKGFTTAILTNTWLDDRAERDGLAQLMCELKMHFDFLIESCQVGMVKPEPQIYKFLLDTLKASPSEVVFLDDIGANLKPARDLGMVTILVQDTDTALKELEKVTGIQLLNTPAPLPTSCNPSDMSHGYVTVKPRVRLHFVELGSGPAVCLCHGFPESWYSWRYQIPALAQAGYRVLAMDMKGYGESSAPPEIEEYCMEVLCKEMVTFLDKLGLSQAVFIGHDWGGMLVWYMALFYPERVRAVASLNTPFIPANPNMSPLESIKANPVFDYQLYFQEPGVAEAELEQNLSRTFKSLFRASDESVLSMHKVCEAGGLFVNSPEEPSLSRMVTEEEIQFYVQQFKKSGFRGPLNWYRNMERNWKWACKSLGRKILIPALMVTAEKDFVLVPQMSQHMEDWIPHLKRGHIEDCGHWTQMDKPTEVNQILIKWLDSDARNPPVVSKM
Lung fibro prol: antiproliferative effect on LL 47 fibroblasts – human, LL 47 cells, CellTiter-Glo luminescence, primary screen | LL 47 human lung fibroblast viability, ATP luminescence; active compounds read low | viability, % at 10 µM | actives 1.1% (n = 85,000) | AID 719, 2007;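 active means viability at or below 50% in the single dose screen; inactive means viability above 50%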;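 further: compound exposure lasted 72 h before the ATP readout; 100% = median luminescence of untreated cell-only wells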
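Assay system: human lung fibroblast line LL 47, low passage. Input: 1,150 fibroblasts seeded per well. Times: overnight cell rest, 72 h compound treatment at 37 °C. Evaluation: % viability of median cell-only signal. Technique: luminescent ATP detection, CellTiter-Glo. Control set: cell-only wells, no compound.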
S1P2 ag: S1P2 receptor agonists, primary screen, cell-based; Sphingosine 1-phosphate receptor 2 (Homo sapiens), O95136; S1P2-expressing cell line, agonist reporter read-out; activation, % at 4.5 µM; actives 0.46% (n = 97,000); in the data active means activation above about 16%;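 further: 0% = vehicle low control and 100% = maximal reference agonist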
Target sequence (O95136 whole entry, looked up): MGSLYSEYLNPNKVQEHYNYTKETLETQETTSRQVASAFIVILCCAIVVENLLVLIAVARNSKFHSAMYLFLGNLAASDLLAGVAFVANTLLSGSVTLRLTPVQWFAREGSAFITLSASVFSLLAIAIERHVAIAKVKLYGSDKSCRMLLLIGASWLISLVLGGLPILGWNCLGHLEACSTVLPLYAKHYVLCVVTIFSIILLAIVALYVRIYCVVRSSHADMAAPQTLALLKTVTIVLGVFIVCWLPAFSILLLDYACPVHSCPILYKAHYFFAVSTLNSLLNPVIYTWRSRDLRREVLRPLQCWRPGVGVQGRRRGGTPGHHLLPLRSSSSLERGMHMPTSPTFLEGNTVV
PostGolgi ctrl: growth inhibition of yeast control strain, primary screen, counter-screen for post-Golgi transport modulator project | actives 5% (n = 98,000) | AID 738, 2007 | inhibition, % at 10 µM | efflux-deficient yeast background strain, growth absorbance A615, 16 h; in the data active means inhibition above about 30%
LYP act: LYP phosphatase activators, primary screen, biochemical, DiFMUP fluorescence, 2 µM; Tyrosine-protein phosphatase non-receptor type 22 (Homo sapiens), Q9Y2R2; recombinant LYP; 0 = plate median, 100 = signal doubled; actives 0.11% (n = 96,000); activation, % at 2 µM;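 active means activation at 2 µM above a set limit, the mean plus 5 SD, cut at about 37% in these data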
sEH act: soluble epoxide hydrolase activators, primary screen, biochemical, human sEH. purified human sEH enzymatic activity, activator screen. activation, % at 2 µM. actives 0.04% (n = 91,000). AID 717, 2007; in the data active means activation above about 37%; further: values of inactives mirror those of a sister screen read the other way
HUVEC inhibit: inhibitors of HUVEC proliferation, primary screen, cell-based, 384-well | CellTiter-Glo luminescence, 72 h; active compounds read low | viability, % at 10 µM (by protocol) | actives 1.1% (n = 86,000);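 active means viability at or below 30%; inactive means viability above 30%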;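 further: 100% = median luminescence of DMSO-only cell control wells on each plate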
S1P2 antag: human S1P2 receptor antagonists, primary screen, cell-based. cell-based S1P2 antagonist assay, inhibition at 5 uM. Sphingosine 1-phosphate receptor 2 (Homo sapiens), O95136. actives 0.21% (n = 97,000). AID 736, 2007. inhibition, % at 5 µM; in the data active means inhibition above about 45%;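 further: CRE beta-lactamase reporter cells expressing human S1P2 stimulated with S1P; 0% = agonist at EC80 alone and 100% = agonist plus reference antagonist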
H69AR growth 86K: proliferation blockers of H69AR lung cancer cells, primary screen, cell-based, human, 86K library. H69AR lung tumor viability, ATP luminescence, 72 h; active compounds read low. viability, % at 10 µM. actives 6% (n = 85,000). AID 598, 2007;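 active means viability at or below 40%; inactive means viability above 40%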;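 further: multidrug resistant small cell line overexpressing MRP-1 efflux transporter; 100% = mean luminescence of untreated control wells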
Active calls of the source: *; x = not tested or not shown. A portion of the library; count on the stated rates, not on these rows.

SMILES | sEH inhibitor | Lung fibro prol | S1P2 ag | PostGolgi ctrl | LYP act | sEH act | HUVEC inhibit | S1P2 antag | H69AR growth 86K
CCCN(CCC)CCNc1c(N2CCN(C(=O)OCC)CC2)c(=O)c1=O | -6 | 109 | -4 | 5 | -5 | 7 | 112 | 21 | 95
COCCCNC(=O)CC(NS(=O)(=O)c1ccc(OC)cc1)c1ccc(OC)cc1 (configuration not stated) | 8 | 99 | -1 | 7 | -6 | -7 | 95 | 17 | 101
Cc1ccc(SCC2=NNC(=O)C2)cc1 | 5 | x | -2 | -4 | 14 | -5 | x | -5 | x
COc1cc(OC)cc(C(=O)NC2CC3CCC(C2)N3Cc2ccco2)c1 (configuration not stated) | 11 | 110 | -15 | 1 | -2 | -10 | 102 | -15 | 92
CSCCC(NC(N)=O)C(=O)NCC1CCCCC1 (configuration not stated) | x | 100 | 0 | 9 | -6 | x | 96 | 14 | 101
C#CC(CO)N(CCN(Cc1ccccc1)C(C#C)CO)Cc1ccccc1 (configuration not stated) | -1 | 84 | -5 | 29 | 5 | 2 | 84 | -12 | 70
CCC(=O)c1cc(F)c(N2CCN(S(=O)(=O)c3ccccc3)CC2)cc1C | 0 | 105 | -3 | 10 | -9 | 0 | 84 | -5 | 86
COCC(C)n1c(SCc2ccc(C(=O)OC)o2)nc2ccccc2c1=O (configuration not stated) | -11 | 104 | -1 | 12 | 10 | 10 | 106 | -14 | 79
Nc1nc(Cl)cc(N2CCOCC2)n1 | -11 | x | -5 | 7 | 11 | 13 | x | 1 | x
CCOc1ccc(NC(=O)C2CC(=O)N(CC)C(=Nc3ccc4c(c3)OCO4)S2)cc1 (configuration not stated) | 0 | 96 | -8 | 6 | 4 | 0 | 104 | 18 | 86
Cc1ccc(Nc2nc(N)nc(CSc3nccn3C)n2)c(C)c1 | 6 | 98 | -5 | 9 | 9 | -3 | 97 | -2 | 79
CCOC(=O)c1ccccc1NC(=O)COC | 2 | 89 | -3 | -3 | -11 | 1 | 90 | -8 | 92
N#CCCS(=O)(=O)c1nnnn1-c1ccccc1 | 10 | 67 | -11 | x | 4 | -10 | 58 | 64* | 0.4*
Cc1ccc(N2CCN(C(=O)CN3C(=O)c4ccccc4C3=O)CC2)cc1 | -4 | 108 | -8 | -13 | 2 | 1 | 100 | -8 | 96
COC(=O)N1CCN(c2ccc(C(C)=O)cc2)CC1 | 0 | 108 | -8 | -3 | 0 | -1 | 109 | 3 | 98
O=C(Nc1cccc2c1CCCC2)C1CCCN(S(=O)(=O)c2cccc3nonc23)C1 (configuration not stated) | 10 | 84 | -2 | 5 | 2 | -8 | 82 | -10 | 45
CCOC(=O)/C(C(N)=NC(C)C)=C(\O)c1ccccc1 | -8 | 90 | -2 | 4 | -2 | 8 | 86 | -7 | 88
O=C1Nc2c(c(=O)[nH]c(=O)n2-c2ccccc2F)C(C(F)(F)F)(C(F)(F)F)N1 | 8 | 95 | -4 | x | -4 | -5 | 94 | 6 | 109
Cc1cc(C)cc(N(C(=O)CNC(=O)c2ccco2)C(C(=O)NC2CCCC2)c2cccnc2)c1 (configuration not stated) | x | 101 | x | 0 | x | x | 101 | x | 101
CC(=O)c1cccc(NS(=O)(=O)c2ccc(N/C=C\C(=O)c3ccc(F)cc3)cc2)c1 | 2 | x | -9 | 26 | 0 | -1 | x | 45 | x
CCn1c(Cc2ccccc2)nnc1SCC(=O)Nc1ccccc1N1CCOCC1 | 9 | 94 | 1 | x | 5 | -6 | 103 | -20 | 93
COc1ccc(CCNC(=O)c2nnc(Cc3c(F)cccc3Cl)o2)cc1OC | 11 | 100 | -12 | 27 | -5 | -12 | 117 | 12 | 94
Cc1ccc(OCCCC(=O)NCc2ccco2)cc1 | -6 | x | -3 | 5 | 19 | 5 | x | 0 | x
CCOC(=O)c1cnc2ccc(C)cc2c1Sc1ccccc1 | -19 | x | -2 | 31* | 2 | 16 | x | 4 | x
O=C1Nc2ccccc2C12OCCCO2 | 6 | 101 | -2 | 0 | -2 | -6 | 98 | -15 | 84
CCN(CC)C(=O)c1csc(Nc2ccc(C)cc2)n1 | 7 | 96 | -6 | 14 | -2 | -7 | 99 | 15 | x
Cc1ccc(NC(=O)CCc2c(C)nc3ncnn3c2C)nc1 | 12 | 98 | -5 | 5 | 1 | -13 | 89 | 11 | 74
C=CCN=c1sc(C(=O)OC)cc(=O)n1CC=C | -9 | x | -4 | 12 | -4 | 9 | x | 15 | x
Cc1[nH]c(=O)[nH]c(=O)c1S(=O)(=O)N1CCC(C(=O)N2CCN(Cc3ccccc3)CC2)CC1 | -8 | 98 | 0 | 8 | -3 | 10 | 97 | -38 | 92
O=C(Cn1c(=O)oc2cc(S(=O)(=O)N3CCOCC3)ccc21)N1CCc2ccccc2C1 | x | 101 | -1 | -8 | 3 | x | 110 | 3 | 94
O=C1C2C3C=CC(C2C(=O)N1CCCO)C1C2C(=O)N(CCCO)C(=O)C2C31 (configuration not stated) | 7 | x | -2 | -3 | 18 | -6 | x | 1 | x
O=C(Nc1ccccc1N1CCN(C(=O)c2ccccc2)CC1)c1cc2ccccc2o1 | 4 | x | -1 | 36* | -15 | -3 | 71 | -10 | 56
CCC1CCCCN1CCNC(=O)C1CCN(S(=O)(=O)c2c(C)noc2C)CC1 (configuration not stated) | 1 | 107 | -7 | -4 | 0 | 0 | 94 | -3 | 94
Cc1nc(SCC(=O)N2CCc3ccccc3C2)c2c(C)c(C)sc2n1 | 8 | x | -3 | 50* | 1 | -6 | x | 5 | x
Cc1nnc(NC(=O)CCC(=O)NCc2ccco2)s1 | x | 95 | 0 | 10 | 7 | x | 97 | 9 | 84
Cc1cc2c(c(=O)o1)C(C(C)C)C(C#N)=C(N)O2 (configuration not stated) | 9 | 97 | -5 | 9 | -1 | -10 | 86 | 11 | 106
Cc1nc2ccc3nc(NC(=O)c4ccco4)sc3c2s1 | 6 | 101 | -5 | x | 4 | -8 | 99 | 7 | 91
CN1CCN(C2=C(Cl)C(=O)N(c3ccc(Cl)cc3)C2=O)CC1 | x | 98 | x | 31* | x | x | 79 | x | 53
CCOC(=O)N1CCN(c2c(NCCc3ccc(OC)c(OC)c3)c(=O)c2=O)CC1 | x | 97 | -9 | 25 | 4 | x | 87 | -16 | 79
Cc1cc2nc(N)sc2cc1C | 5 | 104 | -2 | 12 | 12 | -3 | 103 | 8 | 104

Some of the entries so far, with values under each structure:
Second line of a record: sEH inhibitor	Lung fibro prol	S1P2 ag	PostGolgi ctrl	LYP act	sEH act	HUVEC inhibit	S1P2 antag	H69AR growth 86K
CCN(CC)C(=O)c1csc(Nc2ccc(C)cc2)n1
  7	96	-6	14	-2	-7	99	15	x
Cc1ccc(NC(=O)CCc2c(C)nc3ncnn3c2C)nc1
  12	98	-5	5	1	-13	89	11	74
C=CCN=c1sc(C(=O)OC)cc(=O)n1CC=C
  -9	x	-4	12	-4	9	x	15	x
Cc1[nH]c(=O)[nH]c(=O)c1S(=O)(=O)N1CCC(C(=O)N2CCN(Cc3ccccc3)CC2)CC1
  -8	98	0	8	-3	10	97	-38	92
O=C(Cn1c(=O)oc2cc(S(=O)(=O)N3CCOCC3)ccc21)N1CCc2ccccc2C1
  x	101	-1	-8	3	x	110	3	94

Next results
SMILES | sEH inhibitor | Lung fibro prol | S1P2 ag | PostGolgi ctrl | LYP act | sEH act | HUVEC inhibit | S1P2 antag | H69AR growth 86K
Cc1ccc(Nc2ccc(C(=O)N3CCCC3)cn2)c(C)c1 | 4 | x | -4 | 15 | -8 | -2 | x | 11 | x
Cc1ccc(NC(=O)C(C)c2ccc(-c3ccccc3)c(F)c2)cc1 (configuration not stated) | -9 | x | -4 | -1 | -19 | 11 | x | -8 | x
O=S(=O)(c1ccc(Oc2ccc3oc4ccccc4c3c2)nc1)N1CCCC1 | x | 85 | x | 1 | x | x | 75 | x | 78
Cc1ccc(NC(=O)C[n+]2ccccc2)cc1[N+](=O)[O-] | -6 | x | -8 | 0 | -1 | 9 | x | 3 | x
CCOc1ccc(C2C(C#N)=C(N)SC(N)=C2C#N)cc1OC | x | 97 | x | 12 | x | x | 84 | x | 87
Cc1ccc(S(=O)(=O)N2CCN(C)CC2)c(C)c1 | 0 | 101 | -8 | 2 | 6 | 1 | 103 | -12 | 103
COc1ccc(Oc2nc(C)cc(C)c2S(=O)(=O)c2ccc(C)cc2)cc1 | -21 | x | 1 | 15 | -12 | 23 | x | 19 | x
Cc1cccc(C)c1NC(=O)N1CCC(c2nc3ccccc3o2)CC1 | x | 98 | x | 9 | x | x | 93 | x | 86
CCOC(=O)c1[nH]c(C)c(C(=O)O)c1C | -5 | x | -7 | -6 | -3 | 5 | x | -16 | x
CCOC(=O)N1CCN(S(=O)(=O)c2cc(C)c(C)cc2C)CC1 | 9 | 104 | -3 | 11 | 0 | -9 | 100 | -15 | 92
OCCOCCNc1ncnc2sc(-c3ccccc3)cc12 | 5 | 95 | -7 | 17 | -1 | -3 | 81 | 3 | 94
CSc1nsc(/C=C/Nc2cccc(Cl)c2)c1C#N | 7 | 97 | -1 | 12 | 4 | -6 | 93 | -17 | 29*
NC(=O)CSc1oc(-c2ccc(F)cc2)nc1S(=O)(=O)c1ccccc1 | x | 103 | x | 9 | x | x | 101 | x | 73
Cc1ccc(C)c(OCC(=O)NCCNC(=O)COc2cc(C)ccc2C)c1 | 4 | 99 | -2 | x | 4 | -4 | 102 | -5 | 95
C=CCSc1nnc(-c2cc3c(C(F)(F)F)nn(C)c3s2)n1C | -4 | x | -10 | -7 | -3 | 7 | x | 12 | x
O=C(c1cccs1)N1CCCC(c2ccccc2)C1 (configuration not stated) | 8 | 99 | -5 | 37* | -2 | -8 | 105 | -14 | 102
O=C(O)CC(NC(=O)c1ccccc1NC(=O)c1ccccc1)C(=O)O (configuration not stated) | -4 | x | -5 | 2 | 7 | 6 | x | -14 | x
O=C(CS(=O)(=O)c1cn(Cc2ccc(Cl)cc2)c2ccccc12)N1CCOCC1 | x | 103 | x | -6 | x | x | 100 | x | 93
COCCn1c(SCC(=O)Nc2ccccc2)nc2c1c(=O)[nH]c(=O)n2C | x | 89 | x | 6 | x | x | 98 | x | 105
O=C(Nc1ccon1)c1cccc(S(=O)(=O)N2CCCC2)c1 | 3 | 102 | -3 | 13 | 4 | -5 | 105 | -5 | 86
Cc1nc(C)n(CC(O)COc2ccc3cc(Br)ccc3c2)n1 (configuration not stated) | -11 | 102 | -5 | 10 | 1 | 9 | 102 | 5 | 85
Cc1ccc(P(=O)(CO)c2ccc(C)cc2)cc1 | -4 | 86 | -3 | 2 | -1 | 4 | 91 | 8 | 100
CCC(C(=O)Nc1nccs1)(C(F)(F)F)C(F)(F)F | x | 97 | -3 | 22 | 2 | x | 96 | 20 | 100
N#Cc1cccc(CSc2nnc(CCCO)n2-c2ccccc2)c1 | 3 | 98 | -8 | 4 | 0 | -2 | 91 | 24 | 76
Cc1ccc2nc(C3CCCN(C(=O)NCc4ccccc4)C3)[nH]c2c1 (configuration not stated) | 2 | 99 | -5 | 4 | 11 | 0 | 92 | 1 | 82
O=c1cc(CSc2nnc(-c3ccccc3)o2)c2ccccc2[nH]1 | 8 | x | 2 | -2 | 2 | -8 | x | -13 | x
C=CCNc1ncnc2c1cnn2-c1ccc(C)cc1C | x | 99 | x | 12 | x | x | 105 | x | 61
